Tat export inh = E. coli Tat export inhibitors, primary screen, MC4100, TorA-mCherry reporter, fluorescence, single point; inhibition, % at 10 µM; actives 0.036% (n = 340,000);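 active means mean replicate inhibition at least 50% and at least half of replicates individually reaching 50%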;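 further: exported cargo escapes ClpAP degradation while cytoplasmic cargo is degraded and loses fluorescence; 0% = median of neutral control wells and 100% = median of NaSCN control wells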
PKA-R1A activ = activators of PKA-R1A holoenzyme, primary screen, biochemical, fluorescence polarization, Cy5-IP20, bovine R1A, mouse PKAc. PKA-R1A dissociation; scaled: DMSO 0%, 113 µM cGMP 100%. activation, % at 11.4 µM. cAMP-dependent protein kinase type I-alpha regulatory subunit (Bos taurus) + …. actives 0.083% (n = 340,000);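 active means percent activation above the mean of all tested compounds plus 3 SD, cut at about 19% in these data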;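 further: higher means more PKAc released from R1A so a rise in polarization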
PfHsp90 yeast 2 = growth inhibition of PfHsp90-expressing yeast, primary screen, antimalarial PfHsp90 inhibitor project, S. cerevisiae, BacTiter-Glo luminescence, single point, set 2 | BacTiter-Glo ATP, 48 h; yeast lacking PDR1 and PDR3 efflux regulators | inhibition, % at 9.4 µM | actives 0.32% (n = 310,000);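 active means every replicate shows inhibition above about 80%, whatever the replicate mean, limit read from the data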;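 further: 0% = DMSO neutral controls and 100% = 20 µM radicicol positive controls; yeast relying on Plasmodium falciparum Hsp90 in place of its own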
OPRM1-OPRD1 ag = agonists of OPRM1-OPRD1 heterodimerization, primary screen, cell-based, luminescence; AID 504326, 2011; activation, % at 9.3 µM; actives 0.3% (n = 340,000); cells; Mu-type opioid receptor (Homo sapiens) + Delta-type opioid receptor (Homo sapiens), …; in the data active means activation above about 18%;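 further: 0% = vehicle-treated cells and 100% = reference agonist; values of inactives mirror those of a sister screen read the other way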
OPRM1-OPRD1 inv = inverse agonists of MOR-DOR heterodimerization, primary screen, cell-based, luminescence; Mu-type opioid receptor (Homo sapiens) + Delta-type opioid receptor (Homo sapiens), …; cell-based MOR-DOR heterodimer luminescence, inverse agonism; inhibition, % at 9.3 µM; actives 0.21% (n = 340,000); AID 504357, 2011; in the data active means inhibition above about 22%, passing the limit was not always enough;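 further: 0% = cells with DMSO and 100% = wells without cells with DMSO; values of inactives mirror those of a sister screen read the other way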
SUMO Mot1 rescue = yeast Mot1-301 growth rescue at high temperature, primary screen, SUMOylation pathway inhibitor project, S. cerevisiae, ATP luminescence, 38.5C. AID 2716, 2010. S. cerevisiae Mot1-301 growth rescue; percent above DMSO median, 100 means doubled. actives 1% (n = 320,000). growth rescue, % at 18.8 µM;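 active means every valid replicate shows activation above 250% relative to neutral control wells; inactive means the rest, any valid replicate at or below 250%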;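 further: OY570 slx delta 5 strain wells were the positive control but not used for scaling; some compounds called inactive have numbers as strong as hits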
Pemphigus Ab inh = inhibitors of pemphigus antibody binding to DSG3, primary screen, biochemical, bead-based, flow cytometry, scFv-GFP; AID 588358, 2011; DSG3-coupled beads, scFv-anti-DSG3-GFP binding; hits give low values; Desmoglein-3 (Homo sapiens), P32926; actives 0.48% (n = 310,000); binding (percent of control), % at 10 µM;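 active means binding more than 3 SD below its plate's average and above zero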;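 further: hits lower antibody fragment binding to DSG3; some compounds called inactive have numbers as strong as hits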
Target sequence (P32926 whole entry, looked up, the tested form may be a part): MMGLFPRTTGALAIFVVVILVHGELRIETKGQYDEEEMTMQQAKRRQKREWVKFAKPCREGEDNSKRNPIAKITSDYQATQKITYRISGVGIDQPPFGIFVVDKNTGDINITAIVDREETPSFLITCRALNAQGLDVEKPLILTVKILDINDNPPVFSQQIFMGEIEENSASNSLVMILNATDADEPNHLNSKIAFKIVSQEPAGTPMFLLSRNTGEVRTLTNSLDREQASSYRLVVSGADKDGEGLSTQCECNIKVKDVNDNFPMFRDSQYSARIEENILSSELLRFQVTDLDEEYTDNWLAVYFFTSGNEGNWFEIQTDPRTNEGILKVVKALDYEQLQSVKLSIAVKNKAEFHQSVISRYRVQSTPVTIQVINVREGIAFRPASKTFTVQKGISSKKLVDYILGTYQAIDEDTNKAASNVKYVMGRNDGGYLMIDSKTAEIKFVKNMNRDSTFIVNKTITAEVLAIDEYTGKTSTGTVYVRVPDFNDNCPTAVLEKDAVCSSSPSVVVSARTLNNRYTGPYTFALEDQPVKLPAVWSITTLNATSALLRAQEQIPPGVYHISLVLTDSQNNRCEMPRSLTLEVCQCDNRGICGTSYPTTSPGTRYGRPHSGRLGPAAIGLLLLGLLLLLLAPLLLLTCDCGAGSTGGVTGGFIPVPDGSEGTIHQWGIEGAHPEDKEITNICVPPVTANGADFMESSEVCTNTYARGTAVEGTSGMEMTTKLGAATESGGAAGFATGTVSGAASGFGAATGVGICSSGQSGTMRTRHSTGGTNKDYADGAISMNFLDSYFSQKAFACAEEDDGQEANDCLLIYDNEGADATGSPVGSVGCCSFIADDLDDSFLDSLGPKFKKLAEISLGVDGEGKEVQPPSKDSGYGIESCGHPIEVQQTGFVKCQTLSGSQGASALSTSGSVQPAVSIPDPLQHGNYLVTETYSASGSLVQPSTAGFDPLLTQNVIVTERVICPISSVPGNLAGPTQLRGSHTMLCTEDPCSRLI
Arr AP2 block = inhibitors of beta-arrestin/AP2 binding, primary screen, biochemical, GPCR trafficking, flow cytometry | beta-arrestin 1 C-terminal peptide binding to AP2 beta2-adaptin appendage (human) | FITC-arrestin peptide / GST-AP2 beads; AP2 beta2 appendage carries R879A mutation | inhibition, % at 10 µM | actives 0.31% (n = 340,000) | AID 504490, 2011;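 active means inhibition above a set limit, near 3 SD of compounds lacking own fluorescence, cut at about 54% in these data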;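 further: plate controls were DMSO wells for no effect and 5 µM unlabelled arrestin peptide for full effect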
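system = GST-tagged AP2 beta2-adaptin appendage (R879A) on 4 µm glutathione beads | reagent = FITC-labelled arrestin peptide probe, 50 nM final | schedule = compound with beads 12 min RT, then probe 1 h RT | signal = HyperCyt-sampled flow cytometry, FL1 channel, ex 488/em 535 nm | read-out = percent response from loss of bead-bound FITC fluorescence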
AddAB inh = growth inhibition of E. coli expressing H. pylori AddAB, primary screen, AddAB inhibitor project, absorbance. inhibition, % at 11.9 µM. actives 0.29% (n = 330,000). AID 435030, 2010; in the data active means inhibition above about 12%;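 further: 0% = vehicle wells of infected cells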
Ecoli viability = E. coli V3065 growth inhibition, primary screen, counter-screen for AddAB inhibitor project, absorbance, OD600; 18 h; inhibition, % at 11.9 µM; actives 0.27% (n = 330,000);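 active means inhibition above the campaign's mean inhibition across all tested compounds plus 3 SD, cut at about 9.9% in these data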;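 further: uninfected addAB+ strain grown without phage in ampicillin broth; 0% = DMSO wells and 100% = ciprofloxacin 0.95 µg/ml wells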
phage Ecoli inh = growth loss of phage-infected E. coli, primary screen, RecBCD inhibitor project, absorbance, with phage, HTS; actives 0.26% (n = 360,000); inhibition, % at 11.9 µM; AID 651602, 2012; in the data active means inhibition above about 11%
Starred values were filed as active, the others as inactive; i = inactive; / = not tested or not shown.

SMILES	Tat export inh	PKA-R1A activ	PfHsp90 yeast 2	OPRM1-OPRD1 ag	OPRM1-OPRD1 inv	SUMO Mot1 rescue	Pemphigus Ab inh	Arr AP2 block	AddAB inh	Ecoli viability	phage Ecoli inh
O=C(CCCN1C(=O)/C(=C\c2ccccc2)SC1=S)Nc1ccc(O)cc1C(=O)O	1	11	22	-1.6	9	12	/	-5	5.4	0.0	0.4
O=C(CCCCCn1c(=S)[nH]c2ccc(N3CCOCC3)cc2c1=O)NCc1cccc(Cl)c1	-4	-14	-6	4.8	-23	-14	109	0	-1.9	-4.4	1.4
CN(C)S(=O)(=O)c1ccc(C(=O)OCC(=O)Nc2sc3c(c2C#N)CCCCC3)cc1	-10	3	-4	0.4	-2	-2	85	5	2.8	-1.2	3.8
O=C(c1ccccc1)N1N=C(c2ccccc2)CC1(O)C(F)(F)F (stereo not drawn)	-5	-8	-14	2.5	-13	-8	95	-9	0.0	0.3	1.4
CC(=O)c1cccc(NC(=O)c2c(C)nn(-c3ccccc3)c2Cl)c1	1	-1	2	-0.6	3	-10	93	5	3.9	0.6	3.7
CCOC(=O)c1ccccc1NC(=O)C1CC(=O)N(C(C)(C)C)C1 (stereo not drawn)	-2	2	5	-1.0	5	11	118	0	4.5	-1.7	1.0
N#CC1=C(N)Oc2n[nH]c(-c3ccccc3)c2C1c1cccc(OC(=O)N2CCOCC2)c1 (stereo not drawn)	-4	-5	-7	-3.1	15	58	97	1	0.0	-2.2	3.0
C/C(CC(=O)NC12CC3CC(CC(C3)C1)C2)=N\NC(=O)c1ccc(C)cc1	-9	0	8	0.3	-2	-1	111	5	1.4	1.1	0.3
CCc1nnc(NS(=O)(=O)c2ccc(NC(=O)/C=C/c3ccc(F)cc3)cc2)s1	-11	-1	-7	-1.1	8	10	88	7	-0.8	-2.3	4.8
CCOC(=O)c1ccc(NC(=S)N(CCN(C)C)C(C)c2ccncc2)cc1 (stereo not drawn)	-1	4	-12	-2.7	12	328	93	-4	2.0	-0.7	-0.3
NC(=O)COC(=O)c1ccc(-c2ccc(O)cc2)cc1	2	-2	-4	-0.8	4	368	99	-5	-0.3	0.1	1.1
O=C(COC(=O)c1cc(S(=O)(=O)N2CCOCC2)c(Cl)cc1Cl)NCc1ccco1	-8	14	13	-0.9	5	2	87	7	-1.8	-2.8	2.7
CCOc1ccc(-c2nc3n(c(=O)c2C#N)CCS3)cc1	5	8	3	-0.2	1	439*	102	2	1.4	-1.2	2.2
COc1ccc(-c2nc3ccccc3n2OCC(=O)O)cc1	-9	-6	3	-1.9	11	19	75	-2	0.7	-2.2	4.0
CC(C)(C)c1cnnn1-c1ccc(/C=N/Nc2ccc([N+](=O)[O-])cc2)cc1	-7	-1	-6	8.5	-61	i	102	14	0.2	-0.6	4.7
CS(=O)(=O)NCC(c1cccnc1)N1CCN(c2ccc(F)cc2)CC1 (stereo not drawn)	-2	-3	-8	-1.4	8	/	104	-7	/	/	1.5
COc1ccc2nc(/C(C#N)=C\c3ccc(C(=O)O)cc3)[nH]c2c1	1	1	-5	2.3	-11	-9	111	-16	3.2	-0.9	4.1
CCC(=O)Nc1c(C)ccc2nsnc12	-9	15	/	-2.4	13	2	/	-6	1.8	-0.9	-0.1
COc1ccc(-c2cn(CCCOCc3ccccc3)nn2)cc1	-1	1	-5	-1.5	8	90	98	6	-1.8	-3.8	2.4
COc1ccc(CCNC(=O)C(=O)Nc2ccc3c(c2)OCO3)cc1OC	3	-1	/	0.0	0	3	113	4	0.4	-0.1	3.5
COCCCNC(=O)CNC(=O)c1cn(-c2ccccc2OC)c(=O)c2ccccc12	-2	-12	/	-4.2	20	/	116	-4	1.1	0.4	0.6
CCN(CC)C(=O)/C(=C/c1ccc2c(c1)OCO2)NC(=O)c1ccc(Br)cc1	-1	14	-14	-2.1	11	4	87	2	4.9	-2.9	3.0
COc1ccccc1N1CCN(C(=O)c2cccs2)CC1	-10	4	12	-2.9	13	7	91	-4	-0.2	-2.2	1.2
Cc1ccccc1C(=O)OCC(=O)NCc1ccco1	2	-5	/	-2.1	11	31	95	17	-0.3	-1.6	1.3
CC(=O)CC(c1ccccc1)S(=O)(=O)c1ccc(C)cc1 (stereo not drawn)	-2	-5	-17	0.3	-2	-28	108	8	-0.6	1.7	2.3
COc1ccc(OC)c(NC(=O)CCN2C(=O)c3ccccc3C2=O)c1	-1	0	-4	-2.7	14	1	112	3	/	/	0.7
COc1ccc(-c2c[n+]3c(n2-c2ccc(C)cc2)CCCCC3)cc1	-2	4	2	0.7	-4	-9	123	9	-1.0	0.3	1.6
Cc1ccc(CNCCCSc2nc(C)cc(C)n2)cc1	3	5	14	0.0	0	4	113	-1	-1.1	-2.6	-0.3
COc1cc2c(cc1OC)CN(c1ccc(C(N)=O)cc1[N+](=O)[O-])CC2	4	5	11	0.3	-3	-8	127	7	0.5	2.6	-4.6
COCCNC(=S)N/N=C(\C)c1ccc2cc(OC)ccc2c1	-1	1	-64	0.9	-5	264	95	7	0.8	0.3	-0.1

2 of the compounds above, in CSV form.
smiles,Tat export inh,PKA-R1A activ,PfHsp90 yeast 2,OPRM1-OPRD1 ag,OPRM1-OPRD1 inv,SUMO Mot1 rescue,Pemphigus Ab inh,Arr AP2 block,AddAB inh,Ecoli viability,phage Ecoli inh
CCc1nnc(NS(=O)(=O)c2ccc(NC(=O)/C=C/c3ccc(F)cc3)cc2)s1,-11,-1,-7,-1.1,8,10,88,7,-0.8,-2.3,4.8
CCOC(=O)c1ccc(NC(=S)N(CCN(C)C)C(C)c2ccncc2)cc1 (stereo not drawn),-1,4,-12,-2.7,12,328,93,-4,2.0,-0.7,-0.3

Next part
SMILES	Tat export inh	PKA-R1A activ	PfHsp90 yeast 2	OPRM1-OPRD1 ag	OPRM1-OPRD1 inv	SUMO Mot1 rescue	Pemphigus Ab inh	Arr AP2 block	AddAB inh	Ecoli viability	phage Ecoli inh
Clc1ccccc1CSc1nnc(-c2ccco2)c(-c2ccco2)n1	2	-6	9	-0.9	5	-4	94	33	-0.2	-2.2	2.9
CN(C)CCCNC(=O)c1ccccn1	13	4	/	-3.6	18	-1	91	13	1.1	-3.3	2.8
CC1Cc2ccccc2N1S(=O)(=O)c1cccc(C(=O)NC2CC2)c1 (stereo not drawn)	2	5	15	-0.9	4	9	98	89*	-0.3	3.0	0.5
CCc1ccc2c(CN3CCN(S(=O)(=O)c4cccs4)CC3)cc(=O)oc2c1	-7	7	0	0.8	-4	2	133	3	0.6	-0.6	0.1
Cc1ccc(-n2ncc3c(SCC(=O)NNC(=O)c4ccco4)ncnc32)cc1	0	-2	-40	-2.7	13	-7	78	-11	2.9	-0.9	3.4
CCSC1=C(C#N)C(c2cccc(OC)c2)CC(=O)N1 (stereo not drawn)	-1	5	-1	-3.3	14	0	111	-3	3.0	-1.8	1.9
COc1ccccc1N1C[C@@H]2C[C@@H](c3ccco3)N3CCC[C@@]23C1=O	2	-12	7	-0.5	2	-1	103	-15	0.2	-0.6	5.6
CN(C)C(=O)c1cc(S(=O)(=O)N(C)C)c(Cl)cc1N1CCCC1	-2	-16	-7	-1.0	6	22	102	-11	-1.6	-2.3	0.6
Cc1cc(C)cc(OCC(=O)OC(C)C(=O)Nc2ccc(Cl)cn2)c1 (stereo not drawn)	15	-1	-1	7.3	-40	12	98	2	0.5	0.0	0.8
C#CCNc1nc(CC)nc2c1nnn2Cc1ccccc1F	-8	4	18	1.6	-9	-6	108	4	0.1	1.0	1.6
COc1ccc(NC(=O)C2CCCN(S(=O)(=O)c3cccnc3)C2)cc1OC (stereo not drawn)	-7	-13	4	-0.9	5	-16	89	44	0.4	0.2	2.5
O=C(COC(=O)Cc1ccc(Cl)cc1)Nc1ccccc1-c1ccccc1	11	-1	4	-0.6	3	-4	106	27	4.7	-0.9	4.2
O=C(CSC1=NCCN1)Nc1ccccc1[N+](=O)[O-]	10	-11	/	-2.5	12	-25	112	5	-0.3	2.1	0.5
COc1ccc(N2C(=O)C(Cl)=C(N3CCCC(C)C3)C2=O)cc1 (stereo not drawn)	0	5	4	4.5	-27	-19	112	3	0.2	1.6	-0.3
N#C/C(=C\c1ccc(O)c(O)c1)C(=O)N1CCCC1	12	3	-28	-1.8	10	-15	99	-12	-0.1	-1.8	0.5
O=C(COC(=O)C1CC2C=CC1C2)Nc1ccccc1F (stereo not drawn)	1	3	7	-0.5	2	6	103	-3	0.3	1.4	1.2
CCOC(=O)c1c(C)[nH]c(C(=O)CSc2ccc(Cl)cc2)c1C	7	-3	0	2.4	-13	78	/	18	2.6	1.3	1.9
Cc1noc(/C=C/N(C)C)c1S(=O)(=O)N1CCCC(C(=O)N2CCCCC2)C1 (stereo not drawn)	-3	-4	17	-1.5	8	-3	110	3	-2.9	-0.5	0.7
CCOc1ccc(CNC(=S)N/N=C/c2ccc(OC)c(OC)c2)cc1	13	1	-41	0.5	-3	6	100	5	-1.4	-1.7	4.2
COc1ccc(-n2nnnc2SCC(=O)Nc2ccc3c(c2)OCCO3)cc1OC	-2	3	-2	-0.5	3	23	85	10	-1.7	-0.4	2.4
CC(C)C[C@H](NC(=O)N1CC(=O)Nc2ccccc21)C(=O)N1CCC[C@H]1C(=O)O	-8	5	0	-2.3	12	-17	106	4	1.2	-2.0	1.7
O=C(CCn1nnc2ccccc21)Nc1nnc(COc2ccc(F)cc2)s1	1	1	/	-0.4	2	-16	93	-2	-1.7	-2.0	3.7
NS(=O)(=O)c1ccc(CCNC(=O)Cc2ccc(Cl)cc2)cc1	-2	-1	7	-2.5	12	-4	110	4	2.6	0.5	0.8
Clc1cccc2c3c([nH]c12)CCNC3	-6	0	-20	-3.7	17	101	99	12	2.6	-0.3	0.4
CCNC(=S)N1C2CCC1CC(NC(=O)Nc1ccc(C(=O)OCC)cc1)C2 (stereo not drawn)	6	-2	-9	-2.1	10	10	104	6	-0.1	0.3	0.5
COc1ccc(N(C(=O)c2ccco2)C(C(=O)NC2CCCC2)c2ccc(N(C)C)cc2)cc1 (stereo not drawn)	-2	-8	13	6.8	-39	-6	101	3	-0.7	-1.6	3.4
O=C(CCNC(=O)N1CC(=O)Nc2ccccc21)Nc1ccc(Br)cc1F	-5	-9	-22	-2.2	12	8	/	-2	2.9	0.4	3.0

High-throughput results as filed in PubChem.
